From PubChem
Akt phos inh: HTS Assay for Inhibitors of Akt Phophorylation: Primary Screen; Neuro2A IGF-stimulated pAkt S473 HTRF, 20 min; active compounds read low; activity change, % for hits at 50 µM; 0.32% of 360,000 active; AID 651550, 2012; in the data active means activity change below about -80%; inconclusive means mostly about -51% to -80%; further: on the % scale 0 is the no-effect control and ±100 the full control effect
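Neuro2A cells (4,500/well, DMEM with 0.5% FBS) were treated with compound at a single 50 µM final concentration, stimulated with 6 nM IGF for 20 min at 37 °C, and lysed. Phospho-Akt Ser473 was read by HTRF as 665/615 ratio ×10^4.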
EPAC2 ag: qHTS for Agonist of cAMP-regulated guanine nucleotide exchange factor 4 (EPAC2): primary screen; Rap guanine nucleotide exchange factor 4 (Homo sapiens), Q8WZA2; EPAC2 activation, biochemical qHTS; response scale: 100% = 6.5 mM cAMP response; Potency, µM (doses to about 154 µM), inactives show at the highest dose activation, most hits filed as activators; 0.079% of 360,000 active; further: potency means the concentration at half of the fitted maximal effect; nearly all actives have a fitted effect of over 50% in size
Target sequence (Q8WZA2 whole entry, looked up): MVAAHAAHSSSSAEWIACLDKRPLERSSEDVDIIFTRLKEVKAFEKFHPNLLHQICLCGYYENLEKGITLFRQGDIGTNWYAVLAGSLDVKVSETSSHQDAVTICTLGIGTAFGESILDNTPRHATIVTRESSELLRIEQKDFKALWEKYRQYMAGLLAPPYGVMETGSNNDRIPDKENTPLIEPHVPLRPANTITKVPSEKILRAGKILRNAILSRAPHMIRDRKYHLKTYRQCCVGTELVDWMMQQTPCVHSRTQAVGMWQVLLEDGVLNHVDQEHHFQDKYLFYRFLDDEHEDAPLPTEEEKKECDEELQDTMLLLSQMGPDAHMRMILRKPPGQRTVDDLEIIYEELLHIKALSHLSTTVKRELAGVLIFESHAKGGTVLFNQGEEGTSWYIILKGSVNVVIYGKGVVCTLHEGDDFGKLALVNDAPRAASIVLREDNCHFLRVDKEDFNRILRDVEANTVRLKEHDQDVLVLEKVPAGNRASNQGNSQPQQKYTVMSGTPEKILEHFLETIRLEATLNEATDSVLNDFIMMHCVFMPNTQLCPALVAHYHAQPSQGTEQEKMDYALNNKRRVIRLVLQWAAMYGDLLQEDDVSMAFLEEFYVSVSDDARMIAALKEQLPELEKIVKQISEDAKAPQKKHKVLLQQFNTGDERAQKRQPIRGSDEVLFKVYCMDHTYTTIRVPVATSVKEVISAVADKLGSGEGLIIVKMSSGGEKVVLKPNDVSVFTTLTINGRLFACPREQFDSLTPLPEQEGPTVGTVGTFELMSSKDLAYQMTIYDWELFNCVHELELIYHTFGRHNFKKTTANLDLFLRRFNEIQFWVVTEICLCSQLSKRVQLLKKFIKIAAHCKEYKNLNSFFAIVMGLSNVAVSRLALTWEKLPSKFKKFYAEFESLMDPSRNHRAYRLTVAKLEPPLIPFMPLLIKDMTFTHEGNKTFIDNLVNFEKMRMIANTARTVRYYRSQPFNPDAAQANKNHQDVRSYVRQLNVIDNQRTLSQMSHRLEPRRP
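Exchange assay: 100 nM EPAC2 with 250 nM Rap1B-BODIPY-GDP and 50 uM GDP. Fluorescence (ex 480/em 540 nm) read every 5 min for 30 min at room temperature. Data normalized to 6.5 mM cAMP as agonist control.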
MmCpn inh: Inhibitors of TCP-1 ring complex (TRiC) of Methanococcus maripaludis (MmCpn): qHTS; Chaperonin Mm-Cpn (Methanococcus maripaludis); purified Mm-Cpn ATPase, ADP Transcreener TR-FRET; Potency, µM (doses to about 76.9 µM), without a hit: at the top dose activity, negative = inhibition, most hits filed as inhibitors; 0.031% of 330,000 active; AID 504842, 2011; further: potency means the concentration at half of the fitted maximal effect; on the % scale 0 is the no-effect control and ±100 the full control effect; nearly all actives have a fitted effect of over 80% in size
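ATPase read-out: TR-FRET ADP immunoassay (anti-ADP Eu cryptate vs ADP-d2), ex 320 nm, em 590/665 nm; signal drops as ADP forms. Enzyme 25 nM, ATP 10 uM, 30 min at 37°C after 10 min compound preincubation.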
Nrf2 activator: qHTS of Nrf2 Activators | Potency, µM (titrated, usually from 46.1 µM), inactives show top-dose activation, usual class: activators | AREc32 ARE-luciferase reporter (MCF7-derived line), luminescence, 24 h | 0.31% of 410,000 active; further: potency means the concentration at half of the fitted maximal effect; % of control where 0% means no effect; nearly all actives have a fitted effect of over 65% in size
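Steps: seed AREc32_Fluc cells (1000/well, 5% FBS OPTI-MEM); incubate overnight at 37 deg C; add 23 nL compound; incubate 24 hr; add Steady-Glo; hold 30 min RT; read luminescence.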
EPAC2 antag: qHTS for Antagonist of cAMP-regulated guanine nucleotide exchange factor 2 (EPAC2): primary screen | Potency, µM (top dose mostly 114 µM), for the others: at the top dose activity, negative = inhibition, hits mostly inhibitors | 0.18% of 360,000 active | EPAC2 GEF exchange of Rap1B-BODIPY-GDP, fluorescence | Rap guanine nucleotide exchange factor 4 (Homo sapiens), Q8WZA2; further: potency means the concentration at half of the fitted maximal effect; on the % scale 0 is the no-effect control and ±100 the full control effect; nearly all actives have a fitted effect of over 45% in size; many of its hits are not listed in these tables
CCT modulator: High-Throughput Screening for Modulators of Cytosolic Chaperonin Activity. activity change, % (concentration not given with the values), hits read low. purified chaperonin ATPase assay, HTRF ADP detection, 30 min. 0.3% of 360,000 active; in the data active means activity change below about -30%; further: on the % scale 0 is the no-effect control and ±100 the full control effect
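We incubate TRiC, 40 or 20 nM final, with library compounds at 76 uM and 10 uM ATP for 30 min at 37 °C. ADP formed is detected with Transcreener HTRF reagents after 30 min at room temperature.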
TGFb SMAD3 inh: qHTS for Inhibitors of TGF-b | HepG2 CAGA-GFP TGF-b/SMAD3 reporter, GFP fluorescence, 18 h; TGF-beta stimulated, 500 pg/mL final | Potency, µM (titrated, usually from 46.1 µM), for inactives: at the highest dose activity, negative = inhibition, actives largely listed as inhibitors | 1.2% of 410,000 active; further: potency means the concentration at half of the fitted maximal effect; on the % scale 0 is the no-effect control and ±100 the full control effect; nearly all actives have a fitted effect of over 65% in size
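Inhibition of TGF-beta-driven CAGA-GFP reporter expression in HEPG2 cells is measured by cellular GFP fluorescence after 18 h stimulation with 500 pg/mL recombinant TGF-beta in 1% FBS medium at 37 degrees C.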
Nrf2 inh: Nrf2 qHTS screen for inhibitors; AID 504444, 2011; 2.1% of 360,000 active; Potency, µM (doses to about 46 µM), without a hit: top-dose activity change, negative = inhibition, actives largely listed as inhibitors; A549 ARE-Fluc reporter, luciferase luminescence, 18-24 h; further: potency means the concentration at half of the fitted maximal effect; on the % scale 0 is the no-effect control and ±100 the full control effect; nearly all actives have a fitted effect of over 60% in size
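Reporter: ARE-Fluc in A549. Exposure: 18-24 h, 37 °C, 5% CO2, 5% FBS OPTI-MEM. Readouts: fluorescent cytotoxicity (CellTiter-Fluor), then luminescent Nrf2 signal after BugLite.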
A549 viability: Nrf2 qHTS screen for inhibitors: counterscreen for cytotoxicity; 0.16% of 390,000 active; Potency, µM (titrated, usually from 46 µM), inactives show at the highest dose activity change, negative = cytotoxicity, actives largely listed as inhibitors; A549 ARE-Fluc cells, CellTiter-Fluor viability, 18-24 h; further: potency means the concentration at half of the fitted maximal effect; on the % scale 0 is the no-effect control and ±100 the full control effect
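Cytotoxicity counterscreen: CellTiter-Fluor fluorescence was measured in A549 ARE_Fluc cells after 18-24 h of compound exposure in a concentration series. The subsequent BugLite luminescent read reports ARE-luciferase activity.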
* hit, by the source's call; i = inactive; ? = inconclusive; · = no result given; [ ] = another dose, or the depositor's remark. Unless noted, the call rests on the fitted dose curve; in most records, active means well fitted curve in the direction sought with a large enough effect; inconclusive means small, poorly fitted or top-dose-only effect, or another doubt; inactive means no such curve, though single readings can be large; an effect the other way counts as inactive or inconclusive. A portion of the library, so the mix of outcomes need not match the whole.

SMILES	Akt phos inh	EPAC2 ag	MmCpn inh	Nrf2 activator	EPAC2 antag	CCT modulator	TGFb SMAD3 inh	Nrf2 inh	A549 viability
O=c1oc(-c2ccccc2Br)nc2ccccc12	i	11%	-1%	-0.9%	-8%	-2.9	-28%	7%	1%
O=C1c2c(O)cc(O)cc2O[C@H](c2ccc(O)c(O)c2)[C@H]1O	i	7%	-1%	0.8%	-5%	-1.2	18%	-3%	-2%
CCC(C)(C)n1nnnc1C(c1ccc(C)cc1)N1CCN(Cc2ccc3c(c2)OCO3)CC1 (stereo not given)	i	-5%	0%	2.8%	-8%	-1.7	14%	-22%	-27%
C#CCn1cc(Cl)cc(C(=O)Nc2ccccc2)c1=O	i	3%	1%	10%	-3%	-0.1	5%	7%	13%
Cn1c(C(=O)OCC(=O)NCc2cccs2)cc2sccc21	i	7%	-11%	2.8%	5%	-7.0	-2%	-2%	-9%
CN(CC(=O)Nc1cc(C(F)(F)F)ccc1-n1cncn1)Cc1nc2ccccc2c(=O)[nH]1	i	8%	·	-0.5%	-9%	-2.1	0%	-10%	-3%
Cc1ccc2nc(NC(=O)C3CCN(S(=O)(=O)c4cc([N+](=O)[O-])ccc4Cl)CC3)sc2c1	i	1%	-1%	9.0%	-1%	-0.6	?	?	?
CCOC(=O)C1(Cc2cccc(F)c2)CCN(C(=O)COC)CC1	i	12%	-1%	0.3%	-1%	-0.1	-1%	-20%	-3%
CN(C)C(=S)NC(C)(C)C	i	9%	45µM*	0.2%	7%	1.9	0%	5%	0%
CCC(=O)NC(=Nc1nc2ccccc2s1)NC(=O)CC	i	-1%	1%	8.1%	-6%	3.2	28%	?	5%
Cc1onc(-c2ccccc2)c1C(=O)OCC(=O)Nc1cc(S(=O)(=O)N2CCOCC2)ccc1Cl	i	5%	-1%	0.4%	5%	-1.6	-25%	?	-13%
OC(COc1ccc(OCC(O)CN2CCN(Cc3ccccc3)CC2)cc1)CN1CCN(Cc2ccccc2)CC1 (stereo not given)	i	4%	·	0.8%	-9%	-0.1	-2%	?	11%
COc1ccc(N/C=C\C(=O)c2ccc(Br)cc2)cc1OC	i	-45%[inhibitor]	-3%	3.0%	-1%	-0.7	1%	3%	-12%
CCOc1cc(NC(=S)NCCCN2CCOCC2)c(OCC)cc1NC(=O)CC(C)C	i	-6%	-1%	-0.8%	11%	-1.6	-12%	-6%	1%
CN(C)NC(=S)NC1CC2CCC1C2 (stereo not given)	i	5%	2%	-1.0%	13%	-3.1	5%	11%	-1%

Shown field by field: two of the compounds above
mol: C#CCn1cc(Cl)cc(C(=O)Nc2ccccc2)c1=O
  Akt phos inh: i	EPAC2 ag: 3%	MmCpn inh: 1%	Nrf2 activator: 10%	EPAC2 antag: -3%	CCT modulator: -0.1	TGFb SMAD3 inh: 5%	Nrf2 inh: 7%	A549 viability: 13%
mol: Cn1c(C(=O)OCC(=O)NCc2cccs2)cc2sccc21
  Akt phos inh: i	EPAC2 ag: 7%	MmCpn inh: -11%	Nrf2 activator: 2.8%	EPAC2 antag: 5%	CCT modulator: -7.0	TGFb SMAD3 inh: -2%	Nrf2 inh: -2%	A549 viability: -9%

(continued)
SMILES	Akt phos inh	EPAC2 ag	MmCpn inh	Nrf2 activator	EPAC2 antag	CCT modulator	TGFb SMAD3 inh	Nrf2 inh	A549 viability
CC(=O)c1cn(C)c(=O)n(C)c1=O	i	7%	1%	-1.1%	5%	-1.1	-5%	0%	-2%
CC(OC(=O)Cc1n[nH]c(=O)c2ccccc12)C(=O)Nc1ccc(F)cc1 (stereo not given)	i	1%	1%	0.1%	7%	-5.4	0%	-2%	-3%
COc1cccc2cc(C(=O)NCc3ccccc3Br)c(=O)oc12	i	-7%	-1%	4.7%	-4%	0.5	0%	-3%	1%
CCOc1cc(CNc2ccc3c(c2)OCCO3)cc(Br)c1OCC(N)=O	i	17%	-4%	-0.1%	-8%	-8.1	10%	-19%	-10%
Cc1ccc(OCCC(=O)OCC(=O)N2CCN(S(=O)(=O)c3ccc(Cl)cc3)CC2)cc1	i	9%	1%	0.6%	2%	1.8	-10%	11%	-2%
Cc1ccc(CN2C(=O)C(F)(F)Oc3ccc(C)cc32)cc1	i	1%	·	0.0%	-29%	-1.2	4%	·	·
COc1cc(C(O)c2nc(-c3cc(F)cc(F)c3)cs2)ccc1F (stereo not given)	i	16%	·	5.8%	-10%	1.8	-15%	·	·
Cc1ccc2c(c1)cc(CN(Cc1cccnc1)C(=O)NCc1ccccc1)c1nnnn12	i	16%	-5%	-0.6%	-15%	-3.3	19%	-29%	-4%
O=C1CCC/C(=N\NC(=O)COc2ccc(Cl)cc2)C1	i	-3%	-1%	-0.3%	16%	-3.9	20%	-15%	-1%
CC(C)(C)c1cccc(Cn2nnc3ccccc32)c1O	i	8%	1%	-0.3%	?	1.1	?	-1%	1%
COc1cc(CCC(=O)OCC(=O)NCc2ccccc2)cc(OC)c1OC	i	4%	1%	-1.3%	4%	-0.2	-5%	10%	9%
COc1cccc2c1cc1c(=O)n(CC(=O)N3CCN(c4ccccc4)CC3)nc(C)n12	·	·	·	-0.2%	·	·	-7%	10%	-5%
Cc1ccc(N(CC(=O)NCc2ccc3c(c2)OCO3)C(=O)CCC(=O)Nc2ccccn2)cc1	i	-1%	-2%	-0.7%	-4%	-2.2	-10%	6%	3%
Cc1cc2c(cc(C(=O)O)n2C)s1	i	6%	-1%	8.1%	16%	-2.7	2%	?	5%
COc1ccc(NC(=O)NC(=O)c2cc(OCC(F)(F)F)ccc2OCC(F)(F)F)cc1	i	-12%	1%	3.3%	?	0.7	?	10%	-9%

An excerpt of these results, in markdown.
| molecule | Akt phos inh | EPAC2 ag | MmCpn inh | Nrf2 activator | EPAC2 antag | CCT modulator | TGFb SMAD3 inh | Nrf2 inh | A549 viability |
| --- | --- | --- | --- | --- | --- | --- | --- | --- | --- |
| COc1cc(CCC(=O)OCC(=O)NCc2ccccc2)cc(OC)c1OC | i | 4% | 1% | -1.3% | 4% | -0.2 | -5% | 10% | 9% |
| CC(OC(=O)Cc1n[nH]c(=O)c2ccccc12)C(=O)Nc1ccc(F)cc1 (stereo not given) | i | 1% | 1% | 0.1% | 7% | -5.4 | 0% | -2% | -3% |
| CCOc1cc(CNc2ccc3c(c2)OCCO3)cc(Br)c1OCC(N)=O | i | 17% | -4% | -0.1% | -8% | -8.1 | 10% | -19% | -10% |
| COc1cccc2c1cc1c(=O)n(CC(=O)N3CCN(c4ccccc4)CC3)nc(C)n12 | · | · | · | -0.2% | · | · | -7% | 10% | -5% |
| CC(C)(C)c1cccc(Cn2nnc3ccccc32)c1O | i | 8% | 1% | -0.3% | ? | 1.1 | ? | -1% | 1% |
| COc1cccc2cc(C(=O)NCc3ccccc3Br)c(=O)oc12 | i | -7% | -1% | 4.7% | -4% | 0.5 | 0% | -3% | 1% |

Next entries.
SMILES	Akt phos inh	EPAC2 ag	MmCpn inh	Nrf2 activator	EPAC2 antag	CCT modulator	TGFb SMAD3 inh	Nrf2 inh	A549 viability
COCCCNC(=O)C[C@@H]1C[C@@]2(C(=O)OC)CCCCC=C2N(Cc2ccco2)C1=O	i	6%	·	-0.7%	7%	0.4	·	·	·
Cc1cccc(NS(=O)(=O)c2ccc3[nH]c(=O)ccc3c2)c1C	·	·	·	6.4%	·	·	1%	2%	8%
Cc1c(C(=O)N(Cc2cccc(Br)c2)C2CCS(=O)(=O)C2)oc2ccc(F)cc12 (stereo not given)	i	11%	-1%	0.9%	-6%	-0.5	-8%	?	-12%
CN(CCc1ccccn1)C(=O)CCNC(=O)Cn1cnc2ccccc2c1=O	i	6%	0%	-0.4%	0%	-0.8	-6%	7%	6%
Cc1ccnc(NCc2c(O)ccc3ccccc23)c1	i	14%	0%	7.4%	-25%	0.7	-7%	14%	16%
Cc1ccc(S(=O)(=O)N2CC3CCCC2C3)cc1 (stereo not given)	i	-7%	1%	0.5%	-6%	-0.2	5%	-6%	0%
CCOc1ccc(NC(=O)CC2C(=O)N(c3ccc(OC)cc3)C(=O)N2CCC2=CCCCC2)cc1 (stereo not given)	·	·	·	4.2%	·	·	?	8%	-6%
Cc1csc(SCC(=O)Nc2oc(C)c3c(C)n[nH]c(=O)c23)n1	i	-4%	-1%	2.0%	13%	0.0	13%	-5%	-7%
O=C(CCNS(=O)(=O)c1ccc(Cl)cc1)N1CCN(Cc2ccccc2)CC1	i	-11%	3%	-0.2%	13%	-0.7	-26%	-7%	1%
Cc1cccc(N2CCN(C(=O)C3CC(=O)N(C4CCCC4)C3)CC2)c1C (stereo not given)	i	9%	-4%	2.5%	3%	-1.2	?	?	-3%
Cc1nn(-c2ccccc2)c(Cl)c1/C=N/O	i	7%	0%	26%	2%	-1.5	6%	2%	-2%
COc1ccc(-n2c(Cc3cccn3C)nnc2SCC(=O)Nc2ccc(C)cc2C)cc1	i	4%	-4%	2.8%	-15%	-1.4	-6%	-7%	-1%
CN(C)C=NC(=O)c1cn(-c2ccc(F)cc2)c(=O)c2ccccc12	i	1%	-1%	-0.3%	1%	-0.1	2%	-15%	2%
COc1cccc(C(=O)NNC(=O)c2cccnc2)c1	i	8%	4%	3.1%	22%	0.8	5%	?	3%
CC1CCc2[nH]c3ccc(C(=O)N(C)CC(=O)Nc4ccc(F)cc4)cc3c2C1 (stereo not given)	i	5%	-1%	2.3%	-3%	-2.3	0%	-29%	-15%
